Calpain2 inh: inhibitors of pig calpain II, primary screen, biochemical, fluorogenic peptide substrate, 1536-well. inhibition, % at 16 µM. purified calpain II, 30 min. actives 0.37% (n = 220,000). AID 1236, 2008;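 active means inhibition above about 50%, limit read from the data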
TRPML3 agonist: human TRPML3 channel agonists, primary screen, cell-based, HEK293 TRPML3-YFP, Fluo-8 calcium fluorescence, 3 µM. 100% = the carbachol control signal. actives 0.29% (n = 220,000). activation, % at 3 µM. Mucolipin-3 (Homo sapiens), Q8TDD5;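 active means activation above its plate's cutoff, the mean activation of the plate's test wells plus 3 SD, cut at about 12% in these data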;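 further: 0% = DMSO only wells and 100% = carbachol wells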
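Material: HEK293 cells stably carrying human TRPML3-YFP; compound dosing: single dose, 3 µM final nominal compound, 0.3% DMSO final; incubation: 1-h 37 °C dye load, 5-s basal, 120-s post-compound reads; technique: Fluo-8 intracellular calcium fluorescence, excitation 470-495 nm, emission 515-575 nm; read-out basis: percent activation from peak-to-basal fluorescence ratio, scaled between DMSO and carbachol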
EBV gp42 block: Epstein-Barr virus gp42 inhibitors, primary screen, biochemical, uHTS, fluorescence polarization. Glycoprotein 42 (Epstein-Barr virus (strain AG876)), Q1HVG2. Fluorescence polarization binding assay, mP read-out. inhibition, % (tested at 21.74 µM). actives 0.42% (n = 220,000). AID 1085, 2008; in the data active means inhibition above about 50%
Target sequence (Q1HVG2 whole entry, looked up): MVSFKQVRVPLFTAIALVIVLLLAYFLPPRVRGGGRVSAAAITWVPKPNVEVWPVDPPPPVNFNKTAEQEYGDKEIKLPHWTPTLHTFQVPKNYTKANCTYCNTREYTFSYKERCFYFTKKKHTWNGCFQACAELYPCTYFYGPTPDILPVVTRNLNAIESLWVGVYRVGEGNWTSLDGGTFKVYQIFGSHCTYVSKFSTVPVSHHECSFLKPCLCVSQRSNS
TbHK1 inh: Trypanosoma brucei hexokinase 1 inhibitors, primary screen, biochemical, G6PDH-coupled NADH absorbance, MLSCN library | AID 1430, 2008 | hexokinase 1 [Trypanosoma brucei] | actives 0.11% (n = 220,000) | inhibition, % at 10 µM | recombinant TbHK1, G6PDH-coupled NADH A340;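 active means inhibition of 50% or more in the single-dose primary screen; inactive means inhibition below 50%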
zfTRPN1 agonist: zebrafish TRPN1 channel agonists, primary screen, cell-based, HEK293, calcium fluorescence | activation, % at 3 µM | HEK293 zebrafish TRPN1-YFP, Fluo-8 calcium fluorescence; 100% = response to 87 µM carbachol | actives 0.18% (n = 220,000) | AID 1424, 2008;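 active means activation above its plate's cutoff, the mean activation of test wells on that plate plus 3 SD, cut at about 19% in these data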;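 further: 0% = DMSO alone and 100% = 87 µM carbachol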
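Material – zebrafish TRPN1-YFP in HEK293 cells · Doses – 3 µM single point · Schedule – dye 1 h 37 °C plus 30 min RT · Signal – Fluo-8 calcium fluorescence, excitation 470-495 nm, emission 515-575 nm · Read-out – % activation versus carbachol response · Control set – carbachol high, DMSO low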
PPC-1+TRAIL kill: compounds killing PPC-1 cancer cells with TRAIL present, primary screen, TRAIL potentiator project, ATPLite luminescence, uHTS. PPC-1 cells + TRAIL, ATPLite viability luminescence. cell killing (% activity), % at 4 µM. actives 0.41% (n = 220,000). AID 1443, 2008;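 active means cell killing above 50% in the first pass at 4 µM, then a duplicate retest at 5 µM averaging 50% or more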;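 further: plate controls were cells with TRAIL plus DMSO for no effect and medium-only wells lacking cells for full effect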
thrombin 1536: human alpha-thrombin inhibitors, primary screen, counter-screen for coagulation protease inhibitor project, biochemical, 1536-well, fluorogenic AMC substrate; Boc-VPR-AMC fluorogenic substrate cleavage; inhibition, % at 5 µM; actives 0.26% (n = 220,000);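 active means inhibition at or above 40%; inactive means inhibition below 40%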;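 further: 0% = enzyme with no compound and 100% = wells without enzyme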
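Assay system: human alpha-thrombin enzyme. Reagent: Boc-VPR-AMC substrate, 15 µM final. Compound dosing: one concentration per compound, 5 µM, with 0.2% DMSO. Incubation: room-temperature reaction. Technique: AMC fluorescence, 355/460 nm. Measure: % inhibition relative to enzyme controls and enzyme-free blanks.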
KCC2 mod: KCC2 cotransporter modulators, thallium flux, primary screen, cell-based, HEK293 KCC2, FluoZin-2 fluorescence, MLSMR; KCC2 cells, thallium flux FluoZin-2 fluorescence; B-score of Tl+ flux slope (higher = more flux/activation; lower = inhibition) at 10 µM; Solute carrier family 12 member 5 (Homo sapiens), Q9H2X9; actives 2.2% (n = 190,000); AID 1456, 2008;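 active means thallium flux slope and its plate-corrected score both differing from the plate sample mean at a set confidence after two filtering rounds, in either direction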;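 further: slope of fluorescence scaled to starting intensity during 10 to 20 s after thallium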
Furin inhibitor: human furin inhibitors, primary screen, biochemical, fluorescence intensity; P09958; actives 0.061% (n = 220,000); inhibition, % at 30 µM; purified furin, fluorogenic substrate cleavage; in the data active means inhibition above about 25%; further: inactives centre near -15
Target sequence (P09958 108-714 limits assumed): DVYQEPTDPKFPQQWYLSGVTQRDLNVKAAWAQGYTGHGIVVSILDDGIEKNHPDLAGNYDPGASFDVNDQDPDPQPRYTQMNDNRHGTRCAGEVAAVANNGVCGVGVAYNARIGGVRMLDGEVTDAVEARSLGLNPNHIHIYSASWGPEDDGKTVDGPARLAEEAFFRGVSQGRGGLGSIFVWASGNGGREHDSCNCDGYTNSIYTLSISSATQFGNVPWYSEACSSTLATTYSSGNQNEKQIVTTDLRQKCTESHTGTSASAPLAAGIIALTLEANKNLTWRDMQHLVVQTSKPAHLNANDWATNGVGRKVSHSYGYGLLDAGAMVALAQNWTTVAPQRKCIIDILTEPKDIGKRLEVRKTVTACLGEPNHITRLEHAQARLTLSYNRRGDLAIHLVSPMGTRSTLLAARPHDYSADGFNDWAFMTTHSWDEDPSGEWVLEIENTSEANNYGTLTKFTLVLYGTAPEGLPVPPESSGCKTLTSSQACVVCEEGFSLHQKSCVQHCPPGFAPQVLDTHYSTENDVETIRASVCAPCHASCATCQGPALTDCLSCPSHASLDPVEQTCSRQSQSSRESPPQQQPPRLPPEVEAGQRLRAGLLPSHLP
The depositor's hits bear a star; i = inactive; / = no result given; [ ] = another dose, or the depositor's remark.

SMILES | Calpain2 inh | TRPML3 agonist | EBV gp42 block | TbHK1 inh | zfTRPN1 agonist | PPC-1+TRAIL kill | thrombin 1536 | KCC2 mod | Furin inhibitor
COc1ccc(C(=O)O/N=C(/c2ccccc2)c2ccncc2)cc1OC | -17 | 0.7 | -23 | -6 | 3.5 | 12 | 0 | / | -11
O=C(CCC1CCCC1)Nc1ccc([N+](=O)[O-])cn1 | 9 | 0.5 | -23 | -9 | -1.1 | 19 | -1 | 0.98 | -17
NS(=O)(=O)c1ccc(CCNC(=O)COC(=O)CN2C(=O)C3CCCCC3C2=O)cc1 (centres undefined) | -7 | 0.9 | -2 | 1 | 1.9 | 2 | -13 | 2.1 | -14
CCC1/C(=N\O)CC(c2ccco2)NC1c1ccco1 (centres undefined) | -43 | 0.6 | 0 | 2 | 2.0 | -4 | -6 | 0.2 | -18[20 µM]
CCc1cccc(CC)c1NC(=O)CSc1nc2ccc(N3C(=O)C4C(C3=O)[C@H]3C=C[C@@H]4C3)cc2s1 (some centres undefined) | -10 | 1.4 | -50 | 5 | 2.7 | 2 | 11 | -0.35 | -4
CC(C)(C)C(=O)NC(=S)NNC(=O)c1ccc(-c2ccccc2)cc1 | -69 | 117* | -8 | 1 | 197* | 18 | -7 | 87* | -18
Brc1ccc(CSc2nnc(-c3ccco3)o2)cc1 | 26 | 0.6 | 17 | 22 | -2.5 | 16 | -8 | -0.06 | -12
COc1ccc(C2(O)CCN(Cc3nnnn3Cc3ccc(C)cc3)CC2)cc1 | -50 | 1.4 | -9 | -2 | 1.3 | -9 | -7 | -0.37 | -5
Cn1c(=O)cc(OCC(=O)N2CCN(c3ccccc3F)CC2)c2ccccc21 | -13 | 0.5 | 0 | -6 | 0.9 | -2 | -1 | -0.038 | -30
O=[N+]([O-])c1ccc(S(=O)(=O)NCC(c2cccnc2)N2CCOCC2)cc1 (centres undefined) | 21 | 1.2 | -2 | 7 | -0.1 | 1 | 5 | 1 | -5
NNC(=O)C(=O)Nc1ccc(O)cc1 | 30 | -0.6 | 0 | -11 | -1.4 | 25 | -7 | 0.55 | -8
Cc1ccc(Cl)cc1N1CCN(S(=O)(=O)N2CCCCC2)CC1 | 38 | 30* | -12 | 4 | -0.7 | 10 | 0 | 0.99 | -9
N/C(=N\OC(=O)CCCN1C(=O)c2ccccc2C1=O)c1ccc(Cl)cc1 | -13 | 0.6 | -29 | 2 | 0.8 | -14 | 6 | 0.16 | -21
COc1ccc(Cl)cc1C(=O)NNC(=O)c1cccc([N+](=O)[O-])c1 | 2 | 1.0 | 2 | 0 | 1.6 | 31 | 4 | 0.042 | -28
CCN(CC)CCNS(=O)(=O)c1ccc(OC)c(Br)c1 | -12 | -0.1 | -27 | -1 | -0.3 | -8 | -5 | -0.037 | -20[20 µM]
Cc1cc(C(=O)N/N=C2\CC(=O)CC(C)(C)C2)c2ccccc2n1 | 36 | 1.2 | -5 | -21 | 1.7 | 3 | -5 | -0.049 | -16
CNS(=O)(=O)c1ccc(NC(=O)C2CC(=O)N(c3ccc(Cl)cc3)C2)cc1 (centres undefined) | 2 | -0.1 | -11 | -5 | -3.0 | 4 | -10 | -0.72 | -4
CN(c1ccc(S(=O)(=O)N2CCOCC2)cn1)C1CCCCC1 | -3 | 1.3 | -3 | -6 | 2.0 | 2 | -17 | -0.67 | -22[20 µM]
CC1=CC(C)(C)N(C(=O)CN2C(=O)c3ccccc3C2=O)c2ccc(C)cc21 | 7 | 1.4 | -9 | 0 | -1.0 | 18 | -4 | / | -20[20 µM]
O=[N+]([O-])c1ccccc1OCCOCCOc1cccc2cccnc12 | 1 | 0.2 | -2 | 0 | 1.2 | -1 | -3 | -0.92 | -20

KCC2 mod, hit marks shown above
| mol | Calpain2 inh | TRPML3 agonist | EBV gp42 block | TbHK1 inh | KCC2 mod | Furin inhibitor |
| --- | --- | --- | --- | --- | --- | --- |
| CC(C)(C)C(=O)NC(=S)NNC(=O)c1ccc(-c2ccccc2)cc1 | -69 | 117* | -8 | 1 | 87* | -18 |

Next entries follow:
SMILES | Calpain2 inh | TRPML3 agonist | EBV gp42 block | TbHK1 inh | zfTRPN1 agonist | PPC-1+TRAIL kill | thrombin 1536 | KCC2 mod | Furin inhibitor
CCn1c(C)c(C)c2cc(C(=O)Nc3cccc(Cl)c3)ccc21 | 16 | 0.0 | -2 | 3 | -1.7 | 13 | 3 | -0.003 | -22[20 µM]
COc1ccc(-n2c(-c3cnccn3)n[nH]c2=S)cc1 | 8 | 0.8 | -13 | -21 | -1.0 | 8 | -1 | -0.37 | -15[20 µM]
Cn1cccc1/C=C(\C#N)C(N)=S | -4 | 0.9 | -7 | -21 | 0.2 | -6 | 6 | -0.037 | 4
O=C(NCc1ccccc1)c1n[nH]nc1-c1ccccc1O | -5 | 1.1 | -9 | 6 | 0.8 | 13 | -2 | -3.4 | -21
COc1ccc(C(=O)NCc2ccc(N3CCN(C(=O)OC(C)(C)C)CC3)cc2)cc1 | 15 | 0.3 | -19 | -3 | 5.8 | -6 | -2 | 0.41 | -21[20 µM]
Cc1c(N2C(=O)/C(=C/C3CC=CCC3)SC2=S)c(=O)n(-c2ccccc2)n1C (centres undefined) | -30 | 0.2 | -5 | -34 | 0.9 | 2 | -7 | 0.021 | -5
CN(C)c1cccc2c1c(NC(=O)c1ccc(Cl)cc1)nn2C | -3 | -0.6 | -8 | -12 | -0.9 | 3 | 4 | -1.3 | -9
CCN(CC)C(=O)C12CC3CC(CC(Cl)(C3)C1)C2 | 11 | 0.3 | -5 | 2 | -0.7 | 35 | -14 | 0.79 | -16
COc1ccc2c(C)c(C)c(=O)oc2c1OC | -455 | 0.7 | -2 | -19 | 0.2 | 10 | -1 | -0.59 | -25
O=C(CCCOc1ccc(Cl)cc1Cl)NCCCO | -10 | 0.4 | -12 | -1 | 0.3 | 40 | 10 | -0.016 | -12
CCCCc1nnc(NC(=O)CN2C(=O)c3ccccc3C2=O)s1 | 8 | 1.4 | -3 | 0 | -0.1 | 2 | -12 | 0.93 | -19
CO/N=C(\N)c1ccc([N+](=O)[O-])cc1 | 6 | -0.3 | -3 | -13 | -1.7 | 18 | 1 | 0.35 | 1
CCc1nnc(NC(=O)CN2C(=O)c3ccccc3S2(=O)=O)s1 | 6 | 1.2 | 0 | 1 | -0.2 | 25 | -6 | -0.065 | -17[20 µM]
COc1ccccc1C(O)(C(=O)NNc1cccc(C)c1)c1ccccc1OC | 5 | -1.7 | -17 | -1 | -1.9 | 16 | 0 | i | -18
COc1ccc(C(=O)N/N=C/c2cc3ccccc3[nH]c2=S)cc1 | -70 | 0.4 | 4 | -5 | -0.8 | 0 | 1 | -0.42 | -15[20 µM]
Cc1ccc(C2(C)NC(=O)N(CC(=O)NCCC3=CCCCC3)C2=O)cc1 (centres undefined) | -23 | 0.1 | -6 | -10 | -0.2 | 23 | -6 | -1.5 | -13[20 µM]
COC(=O)Cc1[nH]nc2c1C1(C(=O)N(Cc3ccccc3)c3ccccc31)C(C#N)=C(N)O2 (centres undefined) | -22 | -0.8 | 6 | 1 | -0.8 | -9 | -3 | / | 7[20 µM]
CN1CCN(S(=O)(=O)c2cccc(C(=O)O)c2)CC1 | -28 | 1.1 | -4 | -4 | 0.5 | -1 | -10 | 0.0032 | -17
Cc1cccc(OC(=O)c2cn(C)nc2C(F)(F)F)c1C | -13 | 0.1 | -9 | -5 | -1.6 | 11 | -5 | -0.17 | -14[20 µM]
O=[n+]1c2c(n([O-])c3ccccc31)CCCC2 | -26 | 0.6 | -2 | -25 | 1.0 | 40 | -7 | -0.8 | -9[20 µM]

Single records, as listed above. Order of values: Calpain2 inh	TRPML3 agonist	EBV gp42 block	TbHK1 inh	zfTRPN1 agonist	PPC-1+TRAIL kill	thrombin 1536	KCC2 mod	Furin inhibitor
Listed for CCN(CC)CCNS(=O)(=O)c1ccc(OC)c(Br)c1 = -12	-0.1	-27	-1	-0.3	-8	-5	-0.037	-20[20 µM]
Listed for CC1=CC(C)(C)N(C(=O)CN2C(=O)c3ccccc3C2=O)c2ccc(C)cc21 = 7	1.4	-9	0	-1.0	18	-4	/	-20[20 µM]
Listed for Cc1ccc(C2(C)NC(=O)N(CC(=O)NCCC3=CCCCC3)C2=O)cc1 (centres undefined) = -23	0.1	-6	-10	-0.2	23	-6	-1.5	-13[20 µM]

(listing goes on)
SMILES | Calpain2 inh | TRPML3 agonist | EBV gp42 block | TbHK1 inh | zfTRPN1 agonist | PPC-1+TRAIL kill | thrombin 1536 | KCC2 mod | Furin inhibitor
CCCCCc1ccc(-c2ccc(OCC)cc2)nc1 | -26 | 0.8 | -9 | -2 | 1.5 | 12 | -2 | 0.17 | -85
O=C(OCc1cc(=O)n2c(n1)sc1ccccc12)c1ccc(O)cc1O | -42 | -0.8 | 36 | -3 | 1.1 | 9 | -9 | 0.49 | -19
CCN(CC)Cc1cc(CCNC(=O)c2ccc(Cl)cc2)ccc1O | -25 | 0.1 | -9 | -14 | -1.7 | -14 | -2 | / | -23[20 µM]
CCOC(=O)C1(CCOc2ccccc2)CCN(CCCn2cccn2)CC1 | -6 | 1.4 | -11 | 3 | -0.2 | 1 | -1 | -0.48 | -20
CCCCCOc1ccc(C2NC(=O)NC2=O)cc1 (centres undefined) | 15 | -0.5 | -10 | -7 | -0.6 | 11 | -5 | 0.16 | -16
O=C(CN1CCN(c2ccccn2)CC1)N1c2ccccc2Sc2ccc(C(F)(F)F)cc21 | 24 | -0.4 | 8 | -11 | -0.9 | 10 | -12 | -0.23 | -19
Cc1ccc(C2CCN(C(=O)Nc3ccc(F)cc3)C2)cc1 (centres undefined) | 25 | 0.0 | -10 | 2 | 0.5 | 15 | -4 | -1.5 | -29
O=C(O)C1CCCCN1S(=O)(=O)c1ccc(Cl)s1 (centres undefined) | 15 | 0.5 | -12 | -1 | 0.0 | -18 | -3 | / | -17
N#Cc1c(-c2ccc(F)cc2)c2c([nH]c1=O)-c1ccccc1OC2 | -246 | 0.9 | -12 | -4 | 1.8 | 10 | 0 | -0.99 | -17
CCOc1ccccc1NC(=O)c1cnc2n(c1=O)CCS2 | -40 | 0.8 | -6 | -19 | 1.0 | 4 | -6 | / | -5
COc1c2c(nc3occc13)C(CC=C(C)C)(OC)C(O)CC2 (centres undefined) | 19 | 0.1 | -7 | 6 | -0.1 | 7 | -3 | 0.25 | -23[20 µM]
COc1ccccc1NC(=O)N1CCCC1 | 12 | -0.2 | 8 | 11 | -0.3 | 15 | 37 | -0.53 | 3

Assay outcomes: PubChem, several laboratories
